CHO parental Ca = counter-screen: ATP calcium response change in parental CHO cells; AID 463079; parental CHO-K1, ATP-induced calcium, Fluo-8 fluorescence; inhibition, % at 5.6 µM; 330,000 compounds, 0.63% hits;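 active = inhibition above that plate's mean sample inhibition plus 3 SD, cut at about 26% in these data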;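 also: 0% = ATP-challenged DMSO wells and 100% = DMSO wells without ATP; some compounds past the cut are filed as inactive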
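Test system: untransfected parental CHO cell line. Compound: one dose, 5.6 µM nominal. Detection: intracellular calcium via Fluo-8 no-wash fluorescent dye. Measure: % inhibition. Benchmarks: ATP-challenged DMSO wells low, unchallenged DMSO wells high.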
CHO-K1 Ca ag = counter-screen for M1 agonists: effect in parental CHO-K1 cells; Fluo-8 calcium fluorescence; scaled to maximal ATP response, vehicle zero; activation, % at 3 µM; 360,000 compounds, 0.48% hits; in the data active = activation above about 15%;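 also: untransfected CHO-K1 host cells lacking M1 receptor as counterscreen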
CHRM1 PAM = positive allosteric modulators of human M1 muscarinic receptor | P11229 | CHO-K1 hM1, Fluo-8 calcium fluorescence, ACh EC20; 0% = ACh EC20, 100% = maximal ACh | activation, % at 3 µM | 360,000 compounds, 0.088% hits | AID 588819; in the data active = activation above about 19%, passing the limit was not always enough
Target sequence (P11229 whole entry, looked up): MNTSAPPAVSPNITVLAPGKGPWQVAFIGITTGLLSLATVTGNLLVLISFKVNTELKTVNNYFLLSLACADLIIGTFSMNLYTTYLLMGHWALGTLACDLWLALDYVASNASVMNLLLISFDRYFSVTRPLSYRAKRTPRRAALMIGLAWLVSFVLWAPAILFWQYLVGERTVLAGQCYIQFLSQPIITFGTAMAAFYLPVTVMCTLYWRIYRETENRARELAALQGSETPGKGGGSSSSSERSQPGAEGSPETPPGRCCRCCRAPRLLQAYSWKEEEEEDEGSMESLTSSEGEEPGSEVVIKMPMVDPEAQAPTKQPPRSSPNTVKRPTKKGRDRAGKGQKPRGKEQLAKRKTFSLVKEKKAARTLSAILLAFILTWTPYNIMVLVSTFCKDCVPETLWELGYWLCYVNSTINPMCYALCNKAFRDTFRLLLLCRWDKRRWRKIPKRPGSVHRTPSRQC
CHO-K1 Ca antag = nonselective inhibitor or artifact in parental CHO-K1 cells; ATP-induced calcium, Fluo-8 fluorescence; inhibition, % at 3 µM; 360,000 compounds, 0.6% hits;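 active = inhibition above a per-plate cutoff, the plate's mean sample inhibition plus 3 SD, cut at about 24% in these data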;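 also: 0% = DMSO plus EC80 ATP and 100% = DMSO alone without ATP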
CHRM4 agonist = agonists of human muscarinic M4 receptor (CHRM4). P08173. CHO-K1 hM4/Gqi5, Fluo-8 calcium fluorescence; vehicle 0%, full acetylcholine response 100%. activation, % at 3 µM. 360,000 compounds, 0.14% hits;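 active = activation above the run mean over all test wells plus 3 SD, cut at about 32% in these data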;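 also: peak over basal fluorescence ratio per well then scaled between controls; 0% = DMSO wells and 100% = acetylcholine at EC100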
Target sequence (P08173 whole entry, looked up): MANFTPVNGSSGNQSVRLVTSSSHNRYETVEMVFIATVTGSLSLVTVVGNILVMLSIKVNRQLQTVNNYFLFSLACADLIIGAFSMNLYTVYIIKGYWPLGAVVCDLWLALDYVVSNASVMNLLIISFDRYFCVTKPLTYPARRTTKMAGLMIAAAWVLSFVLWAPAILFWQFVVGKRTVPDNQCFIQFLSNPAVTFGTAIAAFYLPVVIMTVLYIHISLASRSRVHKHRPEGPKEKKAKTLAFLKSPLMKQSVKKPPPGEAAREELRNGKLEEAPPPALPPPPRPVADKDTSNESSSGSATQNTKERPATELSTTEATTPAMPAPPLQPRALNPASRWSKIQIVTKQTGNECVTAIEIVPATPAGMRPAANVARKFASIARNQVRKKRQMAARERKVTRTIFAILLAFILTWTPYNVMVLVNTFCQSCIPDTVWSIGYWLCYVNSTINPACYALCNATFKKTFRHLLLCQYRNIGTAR
CHRM1 agonist = activates human CHRM1 receptor. CHO-K1 hM1, Fluo-8 calcium fluorescence, agonist mode; 0% DMSO, 100% acetylcholine EC100. activation, % at 3 µM. AID 588814. P11229. 360,000 compounds, 0.33% hits;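 active = activation above the run's mean compound activation plus 3 SD, cut at about 16% in these data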;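 also: peak over basal fluorescence ratio within a 140 s kinetic read after compound addition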
M4 antag = antagonists of human muscarinic M4 receptor (CHRM4); inhibition, % at 3 µM; 360,000 compounds, 0.73% hits; P08173; CHO-hM4 cells, ACh EC80, Fluo-8 calcium fluorescence;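 active = inhibition above its plate's cutoff, the mean inhibition of sample wells plus 3 SD, cut at about 27% in these data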;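 also: 0% = acetylcholine EC80 with DMSO and 100% = DMSO without agonist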
OXTR potentiator = potentiates the human oxytocin receptor response. P30559. CHO-OTR cells, Fluo-8 calcium fluorescence, potentiator mode; 0% = oxytocin EC15, 100% = EC100. activation, % at 3 µM. 320,000 compounds, 0.061% hits. AID 2445;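 active = activation above that plate's cutoff, the mean activation of tested compounds plus 3 SD, cut at about 6.6% in these data, passing the limit was not always enough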;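 also: 100% uses oxytocin at 75 nM as the full agonist control; some results filed as inactive read as strong as hits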
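Material: human OTR in CHO cells. Compound: 3.0 µM, one dose. Timing: compound 6 min at room temperature before oxytocin, 100 s read. Evaluation: % activation of max/min ratio relative to oxytocin controls. Replication: single well per compound, singlicate. Signal: Fluo-8 calcium dye fluorescence.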
M1 antag = human CHRM1 antagonism; P11229; CHO-K1 hM1, Fluo-8 calcium fluorescence, ACh EC80 antagonist; inhibition, % at 3 µM; 360,000 compounds, 1.3% hits; AID 588852;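 active = percent inhibition above its own plate's cutoff, namely the mean of that plate's compound wells plus 3 SD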;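 also: peak over basal fluorescence ratio during 140 s after agonist addition; 0% = ACh EC80 plus DMSO and 100% = DMSO alone without agonist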
* marks the source's active call; other numbers are inactive results; · = no result given.

SMILES	CHO parental Ca	CHO-K1 Ca ag	CHRM1 PAM	CHO-K1 Ca antag	CHRM4 agonist	CHRM1 agonist	M4 antag	OXTR potentiator	M1 antag
COc1ccc(N(C(=O)c2snc(C(N)=O)c2N)C(C(=O)NC2CCCC2)c2cc(OC)ccc2OC)c(OC)c1 (stereo not drawn)	-28	-0.8	4	3	0	-4	-11	-19	0
O=C(NC(=S)NCc1cccnc1)c1ccc([N+](=O)[O-])cc1	-11	0.3	10	2	3	-4	-11	-3	3
CCc1ccc(NC(=O)Nc2cnccn2)cc1	-10	1.1	7	3	2	-4	0	-7	-4
Cc1nnc(N/N=C/c2ccc(-c3ccccc3F)o2)n1N	-7	0.4	11	-3	1	-4	7	-3	-10
Cc1cccc(OCCN2C(=O)C(=O)c3cccc(C)c32)c1	-14	0.5	1	4	0	5	2	5	-6
COCCCN(C(=O)c1cc(-c2ccco2)nc2ccccc12)c1c(N)n(Cc2ccccc2)c(=O)[nH]c1=O	-18	-0.5	13	9	0	1	3	-5	-6
COC(=O)CC1C(=O)NCCN1C(=S)Nc1ccccc1 (stereo not drawn)	-7	0.0	7	5	1	-5	7	9	-7
CCC(CC)NC(=O)COC(=O)c1cc(Br)ccc1Cl	-10	0.3	0	1	-2	-8	-4	4	4
CCOc1ccc(CN(C)CC(=O)Nc2ccc([N+](=O)[O-])cc2Cl)cc1	4	0.1	-11	22	2	-6	5	-7	11
O=C(c1ccco1)N1CCN(c2ncnc3c2cnn3-c2ccccc2)CC1	0	3.5	0	-6	7	-2	-5	-6	10
CCc1ccccc1Oc1nc2cc(-c3cccc(OC)c3)sc2c(=O)n1C	·	0.7	-1	-5	1	-3	-19	·	-1
COc1ccc(NC(=S)NC23CN4CN(CN(C4)C2)C3)c(OC)c1	-7	1.1	0	18	1	-5	4	-9	5
CC(=O)Nc1cc(-c2cccc(CO)c2)cn2c(-c3cccc(C(F)(F)F)c3)cnc12	·	-0.1	4	-5	3	0	-9	·	-4
O=C1CNC(=S)N1CCc1ccc(O)c(O)c1	6	0.2	8	1	0	-2	-3	-12	-3
COc1ccc(CC(=O)Nc2ccccc2C(=O)N2CCCC2)cc1	-19	0.9	8	4	1	-2	10	2	-8

At a glance, part of the list above:
SMILES	CHO parental Ca	CHO-K1 Ca ag	CHRM1 PAM	CHO-K1 Ca antag	CHRM4 agonist	CHRM1 agonist	M4 antag	OXTR potentiator	M1 antag
COC(=O)CC1C(=O)NCCN1C(=S)Nc1ccccc1 (stereo not drawn)	-7	0.0	7	5	1	-5	7	9	-7
CCC(CC)NC(=O)COC(=O)c1cc(Br)ccc1Cl	-10	0.3	0	1	-2	-8	-4	4	4

Looked up by compound from above (5):
SMILES	CHO parental Ca	CHO-K1 Ca ag	CHRM1 PAM	CHO-K1 Ca antag	CHRM4 agonist	CHRM1 agonist	M4 antag	OXTR potentiator	M1 antag
COC(=O)CC1C(=O)NCCN1C(=S)Nc1ccccc1 (stereo not drawn)	-7	0.0	7	5	1	-5	7	9	-7
CCc1ccc(NC(=O)Nc2cnccn2)cc1	-10	1.1	7	3	2	-4	0	-7	-4
Cc1nnc(N/N=C/c2ccc(-c3ccccc3F)o2)n1N	-7	0.4	11	-3	1	-4	7	-3	-10
CC(=O)Nc1cc(-c2cccc(CO)c2)cn2c(-c3cccc(C(F)(F)F)c3)cnc12	·	-0.1	4	-5	3	0	-9	·	-4
CCOc1ccc(CN(C)CC(=O)Nc2ccc([N+](=O)[O-])cc2Cl)cc1	4	0.1	-11	22	2	-6	5	-7	11

Next section.
SMILES	CHO parental Ca	CHO-K1 Ca ag	CHRM1 PAM	CHO-K1 Ca antag	CHRM4 agonist	CHRM1 agonist	M4 antag	OXTR potentiator	M1 antag
COCCn1c(CN2CCN(c3cccc(Cl)c3)CC2)nc2c1c(=O)n(C)c(=O)n2C	-1	1.7	-7	-4	4	-5	-8	-4	9
C=CCNC(=S)N/N=C/c1ccc(C(C)(C)C)cc1	·	0.9	2	-12	2	-2	-17	·	6
Cc1ccccc1C1C(C#N)=C2N=C(N)c3c(sc4c3CCCCC4)N2C2=C1C(=O)CC(C)(C)C2 (stereo not drawn)	-32	0.5	5	0	3	-1	1	-12	-4
COCCCN1C(=O)C(O)=C(C(=O)c2ccco2)C1c1ccccc1 (stereo not drawn)	-2	0.0	9	-10	0	-2	-1	-11	-8
CN(C)C(=O)CSc1nnc(Cc2ccccc2)n1Cc1ccco1	-29	0.2	7	-8	1	-4	-11	-10	-12
CN1CCN(S(=O)(=O)c2cccc(C(=O)Nc3cc(Cl)ccc3N3CCOCC3)c2)CC1	-1	7.6	-5	14	2	-5	5	-12	0
O=C(COCc1cc(-c2ccc3c(c2)OCO3)on1)Nc1cccnc1	-11	4.3	6	-15	5	1	-15	-10	-6
O=C(Nc1ccc2c(c1)C(=O)OC2)c1ccc(F)cc1F	2	1.2	11	-5	1	-4	3	2	-14
O=C(Cc1ccccc1)Nc1ccccc1C(=O)O	-2	0.3	7	-9	-1	-2	6	-7	-6
Fc1ccc(Nc2nc(-c3ccncc3)cs2)cc1	-13	1.3	8	-2	1	-7	-6	0	0
COc1ccc(N2CCN(S(=O)(=O)c3ccc4c(c3)NC(=O)CS4)CC2)cc1	-3	1.5	-4	-12	0	1	7	-12	4
Cc1ccc(C(=O)NCC(=O)OCC(=O)c2cc(C)n(Cc3ccco3)c2C)cc1	-20	0.3	6	-4	-1	-7	8	-9	-12
CC(C)(C)OC(=O)N1CCC(NC(=O)c2ncn(Cc3ccccc3)c2C(=O)NC2CCN(C(=O)OC(C)(C)C)CC2)CC1	-36	0.8	1	-14	5	-9	2	-7	1
Cc1cc(C)n(CCCNC(=O)c2ccco2)n1	3	1.4	4	-27	0	-3	-17	-5	-6
Cc1cccc(N2CCN(C(=O)c3ccccc3NC(=O)C3CC=CCC3C(=O)O)CC2)c1 (stereo not drawn)	-12	-0.3	2	-10	1	-1	-6	-4	-22

A different layout for some results above.
Fields – CHO parental Ca, CHO-K1 Ca ag, CHRM1 PAM, CHO-K1 Ca antag, CHRM4 agonist, CHRM1 agonist, M4 antag, OXTR potentiator, M1 antag
> O=C(Cc1ccccc1)Nc1ccccc1C(=O)O
 : -2, 0.3, 7, -9, -1, -2, 6, -7, -6
> Fc1ccc(Nc2nc(-c3ccncc3)cs2)cc1
 : -13, 1.3, 8, -2, 1, -7, -6, 0, 0
> COc1ccc(N2CCN(S(=O)(=O)c3ccc4c(c3)NC(=O)CS4)CC2)cc1
 : -3, 1.5, -4, -12, 0, 1, 7, -12, 4
> Cc1ccc(C(=O)NCC(=O)OCC(=O)c2cc(C)n(Cc3ccco3)c2C)cc1
 : -20, 0.3, 6, -4, -1, -7, 8, -9, -12

Continuation:
SMILES	CHO parental Ca	CHO-K1 Ca ag	CHRM1 PAM	CHO-K1 Ca antag	CHRM4 agonist	CHRM1 agonist	M4 antag	OXTR potentiator	M1 antag
Cc1cnccc1CN(C)Cc1cn(C)nc1-c1cccc(Cl)c1	-25	1.2	3	-31	3	-5	2	-1	-2
COc1ccc(OC)c(NC(=O)COC(=O)CN(C)S(=O)(=O)c2ccc(C)cc2)c1	-7	2.1	-3	17	3	-5	4	-7	1
O=C(NCC1CCCN1S(=O)(=O)c1cccs1)c1ccccc1 (stereo not drawn)	-7	1.0	12	-2	3	-5	-10	7	-13
Nc1c(C(=O)NCc2ccco2)c2nc3ccccc3nc2n1CCc1ccc(F)cc1	-23	1.2	13	11	5	1	19	-4	-7
CCCCC(=O)Nc1ccc2c3c(cccc13)CC2	-20	-0.1	12	-7	1	-7	3	-6	-12
O=C(COc1ccc2c(-c3ccccc3)cc(=O)oc2c1)NC1CCS(=O)(=O)C1 (stereo not drawn)	-10	0.0	-6	-15	1	-3	-17	0	11
CCc1ccccc1NC(=O)CC1CS(=O)(=O)CC1CC(=O)Nc1ccccc1CC (stereo not drawn)	-11	-0.2	4	-12	1	-3	-8	-9	0
CC1CCN(Cc2ccc(-c3nnn(CC(=O)NC4CCCCC4)n3)cc2)CC1	-1	-0.2	-5	20	0	-5	17	-12	10
Cc1ccc(C(=O)O)cc1N1CCCC1=O	-5	0.3	12	-20	1	-2	-8	-8	-16
Cc1c(C(=O)OC(C)C(=O)N(C)Cc2ccccc2)oc2ccccc12 (stereo not drawn)	-19	3.9	4	-17	9	-5	-12	-2	-8
COc1ccc(C(=O)OCC(=O)NC(=O)CCSc2ccccc2)cc1	-6	-0.3	2	4	1	-9	1	-2	-3
N#CCc1ccc(NC(=O)Nc2cccc(Cl)c2)cc1	13	10	-6	21	20	2	18	-28	17
NS(=O)(=O)c1ccc(NC(=S)Nc2ccc(F)c(F)c2)cc1	-1	-0.1	4	-6	1	-3	-8	-3	-2
Cc1ccccc1OCCC(=O)OCC(=O)N(C)c1c(N)n(Cc2ccccc2)c(=O)[nH]c1=O	-8	0.4	11	-5	1	-3	4	-2	-16
CC(=O)c1cccc(NC(=O)N2C3CCC2CC(NC(=O)C2CC2)C3)c1 (stereo not drawn)	0	0.4	12	-24	2	-13	-9	-8	-9
N#Cc1c(NC(=O)COC(=O)C2CC3C=CC2C3)oc(-c2ccccc2)c1-c1ccccc1 (stereo not drawn)	12	0.2	4	0	0	-4	-2	-13	-1
N#Cc1c(NC(=O)c2ccco2)sc2c1CCC2	10	0.2	2	3	1	-2	8	2	3
NCc1csc(Nc2cc(Oc3ccccc3)ncn2)n1	·	0.6	-4	-1	1	-6	-5	·	-2
O=C(c1ccccc1)N(c1ccccc1)c1ccccc1O	·	-0.4	12	-5	1	-6	-12	·	-14
COc1ccc2[nH]c(C(=O)O)c(NS(=O)(=O)c3ccc(C)cc3C)c2c1	-16	0.2	1	-8	1	0	7	-6	-5
CCNCc1cc2cc(C)ccc2[nH]c1=O	-6	-0.1	7	-17	0	-8	0	-2	-15
Cc1nc(NC(=O)CSc2nnc(C3CC3)n2N)c(Cl)cc1Cl	-13	0.3	-4	-12	1	-1	-14	1	10
Cc1ccc(CNC(=O)Nc2ccc3c(c2)N(C)C(=O)CS3)cc1	-9	8.4	-1	-4	13	-3	-17	-9	-2
C[C@@H]1Cn2cnc(C(=O)Nc3ccccc3)c2C(=O)N1	·	0.4	0	-10	0	-4	2	·	-17
[O-][n+]1onc2c1CCc1[nH]c(-c3ccccc3)nc1-2	-8	4.7	-3	-9	16	-4	-2	0	7
Cc1ccc(C2=NN3C(C(=O)c4ccccc4)Oc4ccccc4C3C2)cc1 (stereo not drawn)	-7	0.1	2	-4	-1	-4	2	-19	-3
CCn1c(SCC(=O)Nc2ccc(OC)c(OC)c2)nnc1-c1cnccn1	-8	0.7	-4	-5	1	-3	-6	-1	6
CCOC(=O)C1=C(c2ccccc2)NC(=O)NC1c1cc(Cl)c(O)c(OC)c1 (stereo not drawn)	-18	0.3	2	0	1	-2	-14	-5	-5
c1coc(-c2ncc[nH]2)c1	12	-0.1	-1	-3	1	-1	2	-6	-10
Cc1cc(C)cc(N2CC(C(=O)NC3CCCCC3)CC2=O)c1 (stereo not drawn)	10	0.9	11	-4	2	-5	-1	-3	-10

From PubChem
